PMI act satM6P: human PMI activators, high substrate, primary screen, biochemical, fluorescence intensity, near-saturating mannose 6-phosphate; Mannose-6-phosphate isomerase (Homo sapiens), P34949; coupled PMI enzyme assay, resazurin fluorescence, 20 min; hits give high values; 1 = untreated enzyme, 0 = substrate-free blank; activation factor at 20 µM; 190,000 tested, 0.34% active;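 active = activation factor of 2 or more at 20 µM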
Target sequence (P34949 whole entry, looked up): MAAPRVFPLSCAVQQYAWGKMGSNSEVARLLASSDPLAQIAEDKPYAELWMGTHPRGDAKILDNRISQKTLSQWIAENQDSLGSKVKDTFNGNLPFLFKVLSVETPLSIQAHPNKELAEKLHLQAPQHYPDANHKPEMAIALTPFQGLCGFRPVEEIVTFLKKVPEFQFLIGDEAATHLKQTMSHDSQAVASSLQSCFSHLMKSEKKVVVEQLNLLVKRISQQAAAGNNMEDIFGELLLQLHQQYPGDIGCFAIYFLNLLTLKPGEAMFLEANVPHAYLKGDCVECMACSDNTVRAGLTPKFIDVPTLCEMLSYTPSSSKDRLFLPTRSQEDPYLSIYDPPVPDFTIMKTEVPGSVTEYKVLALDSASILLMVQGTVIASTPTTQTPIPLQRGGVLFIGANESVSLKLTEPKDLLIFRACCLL
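Test system – human PMI in coupled enzyme assay · Timing – 20 min incubation at room temperature · Detection – Diaphorase-driven resazurin-to-resorufin fluorescence, excitation 544, emission 590 nm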
Efa HMGR inh: inhibitors of E. faecalis class II HMGR, primary screen, biochemical, Enterococcus faecalis. inhibition, % at 10 µM. purified E. faecalis HMGR, NADPH absorbance 340 nm kinetic. 190,000 tested, 0.41% active. AID 1066, 2008. HMG-CoA reductase (Enterococcus faecalis, mvaE);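 active = inhibition above a set limit, the median over all tested compounds plus 3 SD, cut at about 9.5% in these data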;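 also: enzyme runs in reverse so mevalonate oxidation gives rising NADPH absorbance; 0% = complete reaction with DMSO and 100% = background rate lacking mevalonate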
Diaphorase act: compounds boosting diaphorase resazurin reduction – biochemical, uHTS, resorufin fluorescence, counter-screen for diaphorase-coupled primary assays, primary screen; Diaphorase/resazurin coupled assay, 16 min; hits give high values; 1 = vehicle wells, 0 = NADH-free wells; AID 1229, 2008; activation factor at 20 µM; 190,000 tested, 0.005% active;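 active = diaphorase activity raised at least twofold by the compound at 20 µM; inactive = activation factor below 2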
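test system = bacterial diaphorase enzyme (C. kluyveri) | quantity = enzyme 0.07 U/mL final | reagent = NADH substrate 0.114 mM plus resazurin dye 0.1 mM, final | incubation = 16 min enzyme reaction, ambient temperature | buffer or medium = HEPES pH 7.4 buffer with MgCl2 and Tween 20 | signal = fluorescence of resorufin, 544 nm excitation, 590 nm emission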
G6PDH counter: L. mesenteroides G6PDH inhibitors, counter-screen for G6PDH-coupled screening assays, biochemical, Leuconostoc mesenteroides enzyme. glucose-6-phosphate dehydrogenase [Leuconostoc mesenteroides]. Purified L. mesenteroides G6PDH, diaphorase/resazurin coupled fluorescence, 45 min. inhibition, % at 5 µM. 200,000 tested, 0.12% active; in the data active = inhibition above about 50%
PMI act: activators of human PMI, primary screen, biochemical, fluorescence intensity, near-Km mannose 6-phosphate | Mannose-6-phosphate isomerase (Homo sapiens), P34949 | purified human PMI, coupled resazurin fluorescence, 20 min; hits give high values; 1 = vehicle control, 0 substrate-free wells | activation factor at 20 µM | 190,000 tested, 0.005% active | AID 1214, 2008;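 active = activation factor of 2 or more at 20 µM, relative to plate controls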
FLuc stim CS: FLuc activators, initial screening, artefact control for FLuc-dependent activation tests, biochemical, ATPlite luminescence. Luciferin 4-monooxygenase (Photinus pyralis), P08659. ATPlite luciferase biochemical, 10 min; 0 = ATP-free wells, 1 = DMSO control. activation factor at 10 µM. 200,000 tested, under 10 active. AID 1027, 2008;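 active = luciferase activation factor, scaled between plate controls, of at least 2 with compound at 10 µM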
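assay system = Luciferase/luciferin detection reagent, cell-free biochemical luciferase assay | also added = ATP substrate | times = 10 min post-reagent at room temperature | measured by = luminescence from luciferase reaction | measure = luciferase activation, seen as luminescence increase over controls | benchmarks = low control with PBS replacing ATP, high control enzyme plus ATP without compound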
TNAP inh hiacc: human TNAP enzyme inhibitors, primary screen, biochemical, luminescent, high phosphate acceptor level, uHTS; Alkaline phosphatase, tissue-nonspecific isozyme (Homo sapiens), P05186; purified TNAP, CDP-star luminescence, 1 M DEA; inhibition, % at 20 µM; 200,000 tested, 0.03% active;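 active = over 50% inhibition of tissue-nonspecific alkaline phosphatase at 20 µM in the single-dose screen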;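 also: plate controls were DMSO wells for no effect and EDTA-quenched wells as full inhibition for full effect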
Target sequence (P05186 whole entry, looked up): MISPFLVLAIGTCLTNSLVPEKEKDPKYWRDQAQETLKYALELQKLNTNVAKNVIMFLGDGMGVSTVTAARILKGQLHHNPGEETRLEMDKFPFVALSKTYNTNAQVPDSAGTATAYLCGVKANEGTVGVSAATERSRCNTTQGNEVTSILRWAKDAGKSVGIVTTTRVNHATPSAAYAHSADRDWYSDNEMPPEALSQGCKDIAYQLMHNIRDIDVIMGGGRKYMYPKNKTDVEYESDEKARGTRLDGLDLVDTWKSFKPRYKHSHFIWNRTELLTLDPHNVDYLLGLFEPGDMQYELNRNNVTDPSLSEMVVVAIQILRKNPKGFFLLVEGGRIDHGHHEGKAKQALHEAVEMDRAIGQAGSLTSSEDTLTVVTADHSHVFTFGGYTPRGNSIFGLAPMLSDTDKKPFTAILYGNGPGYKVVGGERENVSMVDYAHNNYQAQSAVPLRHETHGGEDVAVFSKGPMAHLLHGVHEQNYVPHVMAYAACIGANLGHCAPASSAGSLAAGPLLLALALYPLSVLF
TNAP act hiacc: TNAP activators at high phosphate acceptor level, primary screen, biochemical, luminescence, uHTS; purified TNAP, CDP-star luminescence, 1 M DEA, 30 min; hits give high values; 0 = EDTA background, 1 = DMSO-only activity; Alkaline phosphatase, tissue-nonspecific isozyme (Homo sapiens), P05186; 200,000 tested, under 10 active; activation factor at 20 µM;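 active = activation factor at least 2 at 20 µM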
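Assay system: human TNAP; Input: enzyme diluted 1/800 final; Reagent: CDP-star luminogenic substrate at 100 µM final; Timing: 30 min, room temperature; Signal: luminescence; Evaluation: TNAP activation factor scaled between EDTA and DMSO control wells.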
TNAP inh noacc: human TNAP enzyme inhibitors, primary screen, biochemical, luminescent, no phosphate acceptor, uHTS | Alkaline phosphatase, tissue-nonspecific isozyme (Homo sapiens), P05186 | purified TNAP, CDP-star luminescence, 30 min | inhibition, % at 20 µM | 200,000 tested, 0.26% active | AID 1012, 2008;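 active = tissue-nonspecific alkaline phosphatase inhibition above about 50% at 20 µM in the single-dose screen, limit read from the data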;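 also: 0% = DMSO negative control and 100% = EDTA positive control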
Diaphorase inh: diaphorase inhibitors and chemical oxidizers, primary screen, counter-screen for diaphorase-coupled primary assays, biochemical, uHTS, resorufin fluorescence; inhibition, % at 20 µM; 190,000 tested, 0.69% active; diaphorase resazurin-to-resorufin fluorescence, NADH, 16 min; bacterial (C. kluyveri) enzyme, not human;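 active = primary screen inhibition at 20 µM above a set limit, cut at about 50% in these data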;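 also: plate controls were DMSO with full reaction for no effect and wells lacking NADH for full effect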
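controls = No-NADH positive control and DMSO neutral control | system = Clostridium kluyveri diaphorase enzyme | timing = reaction incubation of 16 min at room temperature | signal = resorufin fluorescence 544/590 nm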
* = called active by the depositor. An unsorted share of the library; any-hit rate near 1.7%.

(1) COc1cc2nc(CN3CCN(S(=O)(=O)c4ccc(C)c(C)c4)CC3)[nH]c(=O)c2cc1OC
(2) COc1cc2c(cc1OC)CN(c1nc(CN3CCCC3)nc3sc(C)c(C)c13)CC2
(3) Cc1ccc(C(C)C)c(OCC(O)CN2CCOCC2)c1 (stereo not drawn)
(4) CC(C)NC(=O)CN1CCC(c2ccccc2)C(O)C1 (stereo not drawn)
(5) Cc1ccc(NC(=O)CN2CCCCCC2)cc1Br
(6) CCOC(=O)CCCNC(=O)CSc1nc2ccc(OCC)cc2[nH]1
(7) OCCC1CN(Cc2ccc(Oc3ncccn3)cc2)CCN1CCc1ccccc1 (stereo not drawn)
(8) COc1ccc2[nH]cc(CCNS(=O)(=O)Cc3ccccc3)c2c1

assay / compound,1,2,3,4,5,6,7,8
PMI act satM6P,1.1,1.1,1,1.1,0.9,0.8,0.9,0.9
Efa HMGR inh,2,-5,-2,-3,2,2,-1,9
Diaphorase act,1.1,1.2,0.9,0.9,0.9,0.5,1,1
G6PDH counter,7,-2,2,9,9,0,4,6
PMI act,1.1,1.4,1,1,1,0.8,1,1
FLuc stim CS,1,1,1.1,1.1,1,1.1,1,0.9
TNAP inh hiacc,-10,-6,-4,-8,-7,2,-6,4
TNAP act hiacc,1.1,1.1,1,1.1,1.1,1,1.1,1
TNAP inh noacc,-6,-11,-5,-15,-14,-5,-13,1
Diaphorase inh,-7,-25,10,11,14,54*,0,-2

(9) CCOC(=O)c1c(C)[nH]c(C2=NNC(=Nc3ccc(OCC)cc3)SC2)c1C
(10) CN(C)c1ccc(NC(=O)CN2C(=O)CC(c3ccccc3)=Nc3ccccc32)cc1
(11) O=C(OCc1ccc(Cl)cc1Cl)c1ccncc1
(12) O=C(CN1CCCN(S(=O)(=O)c2ccc(Br)cc2)CC1)Nc1ccc2c(c1)OCO2
(13) CCOc1ccc(NC(=O)c2cc3cc4ccc(OC)cc4nc3o2)cc1
(14) COc1ccc(Br)cc1CNC(=O)CCc1nc(-c2ccccc2F)no1
(15) CCOc1cc(N2CCOCC2)c(OCC)cc1NC(=O)CN1C(=O)NC(CC(C)C)C1=O (stereo not drawn)
(16) Cc1ccc(OCCCSc2ncccn2)cc1C

assay / compound,9,10,11,12,13,14,15,16
PMI act satM6P,1,0.7,1,1.2,1,1,0.9,0.9
Efa HMGR inh,1,-1,-3,-5,2,-4,0,-4
Diaphorase act,0.8,0.8,1,0.9,0.9,0.7,0.9,0.8
G6PDH counter,8,0,7,-4,4,12,8,7
PMI act,1.1,1,1,1.2,1,1,1,0.9
FLuc stim CS,1,1,1,1.1,1.1,1.1,1.1,1
TNAP inh hiacc,0,-6,-1,-4,0,-5,-4,0
TNAP act hiacc,1,1.1,1,1,1,1,1,1
TNAP inh noacc,-14,-15,-9,-8,-32,5,5,-6
Diaphorase inh,15,16,-3,12,5,25,10,15

Next part, overlapping the part above by 2 compounds.
(15) CCOc1cc(N2CCOCC2)c(OCC)cc1NC(=O)CN1C(=O)NC(CC(C)C)C1=O (stereo not drawn)
(16) Cc1ccc(OCCCSc2ncccn2)cc1C
(17) O=C(Nc1ccc(Br)c(C(F)(F)F)c1)c1ccccc1
(18) COC(=O)c1ccccc1NC(=O)CSc1nc(O)c(-c2ccccc2)c(=O)[nH]1
(19) O=C(COC(=O)CCCSc1nc2ccccc2[nH]1)Nc1ccc(Oc2ccccc2)cc1
(20) CC[n+]1oc(-c2ccccc2)cc1C
(21) CC(=O)Nc1ccc(OS(=O)(=O)c2ccc(C)cc2C)cc1
(22) Cc1cc(S(=O)(=O)NC2CCCCC2)c(C)s1
(23) CC(C)Nc1nc(Oc2ccc(Cl)cc2Cl)cc(C(F)(F)F)n1
(24) CN1C(=O)SC(Nc2ccccc2)C1=O (stereo not drawn)

assay / compound,15,16,17,18,19,20,21,22,23,24
PMI act satM6P,0.9,0.9,0.9,1,0.8,1.1,0.9,1.1,0.8,1.2
Efa HMGR inh,0,-4,-8,0,-11,-7,0,1,-12,-5
Diaphorase act,0.9,0.8,0.8,0.9,0.7,1,0.7,0.9,0.8,1
G6PDH counter,8,7,5,3,-6,6,11,11,33,5
PMI act,1,0.9,0.7,1,0.7,1.1,0.8,1.1,0.8,1.1
FLuc stim CS,1.1,1,1,1.1,1,1,1,1,1,1.1
TNAP inh hiacc,-4,0,4,-7,-7,5,-2,0,0,-4
TNAP act hiacc,1,1,1,1.1,1.1,1,1,1,1,1
TNAP inh noacc,5,-6,-7,-14,-26,9,-7,-3,5,-15
Diaphorase inh,10,15,21,7,28,-1,28,6,18,-4

Whole records, quoted from the list:
CC(=O)Nc1ccc(OS(=O)(=O)c2ccc(C)cc2C)cc1 as listed: PMI act satM6P = 0.9; Efa HMGR inh = 0; Diaphorase act = 0.7; G6PDH counter = 11; PMI act = 0.8; FLuc stim CS = 1; TNAP inh hiacc = -2; TNAP act hiacc = 1; TNAP inh noacc = -7; Diaphorase inh = 28
CC(C)Nc1nc(Oc2ccc(Cl)cc2Cl)cc(C(F)(F)F)n1 as listed: PMI act satM6P = 0.8; Efa HMGR inh = -12; Diaphorase act = 0.8; G6PDH counter = 33; PMI act = 0.8; FLuc stim CS = 1; TNAP inh hiacc = 0; TNAP act hiacc = 1; TNAP inh noacc = 5; Diaphorase inh = 18

Next section
(25) COc1ccc(/C=C/C(=O)OCC(=O)Nc2ccc(S(N)(=O)=O)cc2)cc1OC
(26) CN1CCc2c(OCc3ccc(F)cc3)cccc2C1=O
(27) COc1ccccc1-c1nc(NC(C)=O)n[nH]1
(28) CCCc1nnc2c(N(C)S(=O)(=O)c3ccc(C)cc3)nc3ccccc3n12
(29) Cc1ccsc1/C=N/N1CCN(c2ccccc2)CC1
(30) S=C(NCC1COc2ccccc2O1)Nc1ccc(Br)cc1 (stereo not drawn)
(31) COc1ccc(C(=O)/C=C/Nc2ccc([N+](=O)[O-])cc2C)c(OC)c1
(32) COC(=O)CCCNS(=O)(=O)c1ccc2ccccc2c1

assay / compound,25,26,27,28,29,30,31,32
PMI act satM6P,0.8,1,1,1.1,1,0.9,0.9,1
Efa HMGR inh,-2,-2,-1,-1,1,1,1,-5
Diaphorase act,0.9,1,0.9,0.9,1,0.8,0.9,0.9
G6PDH counter,4,-6,12,7,-4,-6,-59,6
PMI act,0.9,1.1,1,1.1,1,1,1,1
FLuc stim CS,1,1,1.1,1,0.9,1,0.8,1
TNAP inh hiacc,2,-4,0,-2,-1,-3,6,0
TNAP act hiacc,1,1,1,1,1,1,0.9,1
TNAP inh noacc,0,-14,93*,-7,-7,-7,9,-8
Diaphorase inh,7,5,7,13,-2,18,8,8

(33) COc1ccccc1-n1cc(C(=O)NCC(=O)NCc2ccc(F)cc2)c2ccccc2c1=O
(34) Cc1cc(C(C)(C)C)cc(S(=O)(=O)Nc2ccc(O)c(C(=O)O)c2)c1C
(35) C/C(=N\OC(=O)NC(C)C)c1sc(-c2ccc(Cl)cc2)nc1C
(36) CC1CC(=O)Nc2ccc([N+](=O)[O-])cc2N1C (stereo not drawn)
(37) NC(=O)CC(O)c1cccc(Cl)c1 (stereo not drawn)
(38) CCOC(=O)CSc1ncc(OC)c(Sc2ccc(Cl)cc2)n1
(39) CCCCN(Cc1cc2ccccc2[nH]c1=O)S(C)(=O)=O
(40) COc1ccc2c(c1)C(C1=C(O)CC(C)(C)CC1=O)C1=C(CC(C)(C)CC1=O)O2 (stereo not drawn)
(41) CC1CC(C)CN(CCC(=O)Nc2cccc(Cl)c2)C1 (stereo not drawn)

assay / compound,33,34,35,36,37,38,39,40,41
PMI act satM6P,1.1,1,0.9,0.9,0.9,0.9,1,1,1
Efa HMGR inh,1,0,2,-5,-6,-5,-6,-6,-4
Diaphorase act,1,0.9,0.9,0.9,0.8,0.8,0.9,0.9,1
G6PDH counter,-5,5,3,15,7,2,-3,3,-2
PMI act,1.1,0.9,0.8,0.9,0.9,0.8,0.9,1,1
FLuc stim CS,1.1,1.1,1,1.1,1,1.1,1,1.1,1
TNAP inh hiacc,-5,-5,3,1,-5,-4,2,-3,-4
TNAP act hiacc,1,1.1,1,1,1,1,1,1,1
TNAP inh noacc,-16,-7,2,-14,-11,-6,-3,-17,-10
Diaphorase inh,0,8,12,14,17,19,8,9,-2

From PubChem BioAssay
